Yeast growth inh: growth inhibitors of yeast BB579 in restrictive medium, primary screen, yeast lifespan-shortening project, S. cerevisiae. 140,000 tested, 0.51% active. OD615, 48 h. inhibition, % at 10 µM. AID 804, 2007;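 active = inhibition above a set limit, 3 SD over the mean compound inhibition, cut at about 44% in these data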; note: inactives centre near -24
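controls = amphotericin B 10 µg/mL, positive | assay system = DeaD yeast strain BB579 | schedule = 48 h compound exposure at 30 °C after 4 h preincubation | detection = OD615 turbidity measurement | medium = restrictive CSMM-D medium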
E-sel TNF inh: E-selectin induction blockers in HUVEC – imaging, immunofluorescence, high content, primary screen. HUVEC TNFa-induced E-selectin immunofluorescence. inhibition, % at 2 µM. 120,000 tested, 0.71% active;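 active = inhibition above the batch mean plus 3 SD, and confirmed as a hit on visual image review, cut at about 43% in these data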;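 note: 0% = TNF-stimulated DMSO wells and 100% = unstimulated control wells; not every result past the cut was called active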
GALR2 antag: GALR2 antagonists in receptor-expressing cells, primary screen; Galanin receptor type 2 (Homo sapiens), O43603; antagonist mode; inhibition, % at 4 µM; 140,000 tested, 0.39% active; AID 828, 2007; in the data active = inhibition above about 27%;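 note: cells stimulated with galanin 1-16 at roughly its EC80; 0% = agonist challenge control and 100% = basal control without agonist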
Target sequence (O43603 whole entry, looked up): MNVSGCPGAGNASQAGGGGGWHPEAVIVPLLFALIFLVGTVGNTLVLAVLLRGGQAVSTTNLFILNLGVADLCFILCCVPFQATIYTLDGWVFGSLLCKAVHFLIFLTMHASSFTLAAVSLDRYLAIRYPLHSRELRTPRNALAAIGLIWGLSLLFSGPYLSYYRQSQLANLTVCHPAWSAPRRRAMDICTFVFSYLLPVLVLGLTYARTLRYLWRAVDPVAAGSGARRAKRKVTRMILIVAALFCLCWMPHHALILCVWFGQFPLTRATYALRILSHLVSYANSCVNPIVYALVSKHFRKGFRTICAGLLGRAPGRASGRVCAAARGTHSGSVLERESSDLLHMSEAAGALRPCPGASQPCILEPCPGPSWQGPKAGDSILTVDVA
Phagocyt inh: inhibitors of macrophage phagocytosis, primary screen, imaging, J774A.1 cells, IgG beads | AID 1029, 2008 | inhibition, % at 5 µM | 110,000 tested, 0.07% active | J774A.1 macrophage IgG-bead phagocytosis;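 active = inhibition above the mean of the plate negative controls plus 5 SD, cut at about 13% in these data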;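 note: phagocytic index as fraction of beads internalized from green versus red external bead signal; plate controls were DMSO negative control for no effect and cytochalasin-D positive control for full effect; some results beyond the cut were filed as inactive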
NPY Y2 blocker: NPY-Y2 receptor antagonists, primary screen, cell-based; NPY-Y2 expressing cells, antagonist mode; inhibition, % at 2.7 µM; 140,000 tested, 0.99% active; in the data active = inhibition above about 17%;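 note: 0% = vehicle with agonist challenge and 100% = reference antagonist with challenge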
Target sequence (P49146 whole entry, looked up): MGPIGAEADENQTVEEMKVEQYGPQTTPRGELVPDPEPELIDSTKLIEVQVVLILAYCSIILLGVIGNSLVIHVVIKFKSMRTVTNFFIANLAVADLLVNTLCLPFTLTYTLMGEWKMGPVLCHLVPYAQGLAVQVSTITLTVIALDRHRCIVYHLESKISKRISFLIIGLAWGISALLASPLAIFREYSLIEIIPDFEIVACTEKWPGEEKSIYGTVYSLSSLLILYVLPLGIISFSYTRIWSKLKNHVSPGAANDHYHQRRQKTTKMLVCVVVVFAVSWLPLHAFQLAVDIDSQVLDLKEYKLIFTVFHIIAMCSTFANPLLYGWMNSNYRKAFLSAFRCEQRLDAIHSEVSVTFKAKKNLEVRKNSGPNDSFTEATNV
Measles CPE: compounds protecting cells from measles virus cytopathic effect, primary screen, measles RdRp inhibitor project, single point, MLSMR library, absorbance; Measles virus-infected cells, CPE protection; protection (pct of control), % at 4 µM; 140,000 tested, 1.5% active; AID 841, 2007; in the data active = protection mostly above about 24%, no sharp cut-off; inactive = mostly below about 26%; note: some compounds called inactive have numbers as strong as hits
HCT116 bCat-KO: primary screen for growth suppressors in beta-catenin knockout HCT116 cells (colon tumor, human); HCT116 beta-catenin knockout viability, CellTiter-Glo, 60 h; active compounds read low; viability, % at 10 µM; 140,000 tested, 1.5% active; AID 818, 2007;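 active = viability at or under a set limit, the compound median less 4 SD, cut at about 6% in these data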;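 note: 0% = Hyamine 1622 control at 20 µM and 100% = untreated cell control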
PTEN del growth: growth suppression of PTEN-null HCT116, primary screen, cell-based, CellTiter-Glo. HCT116 PTEN-null viability, 60 h; active compounds read low. viability, % at 10 µM. 140,000 tested, 1.2% active. AID 827, 2007;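 active = viability at or below a set limit, 4 SD under the median of all tested compounds, cut at about 3.7% in these data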;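 note: PTEN knockout HCT116 line with beta catenin targeted HCT116 as companion control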
Yeast lifespan up: compounds extending yeast replicative lifespan, primary screen, S. cerevisiae, OD615 | inhibition of the nicotinamide effect, % at 10 µM | S. cerevisiae growth with nicotinamide; deaD strain in restrictive glucose medium | 130,000 tested, 0.68% active;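 active = inhibition above a set limit, placed 3 SD over the median of all compounds, cut at about 26% in these data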;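 note: 0% = nicotinamide-treated wells and 100% = cells grown without nicotinamide; some compounds called inactive have numbers as strong as hits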
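Material: Modified budding yeast, DeaD strain | Medium: Restrictive glucose medium | Probe or stimulus: 1.5 mM nicotinamide | Dosing: Single dose 10 µM compound, 0.25% DMSO | Times: 48 h at 30 °C | Technique: OD615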
MRP1 act: H69AR viability gain despite doxorubicin, primary screen, MRP-1 activator project, H69AR cells, CellTiter-Glo; viability rescue; viability increase, % at 10 µM; 140,000 tested, 0.61% active; AID 799, 2007;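 active = viability gain under doxorubicin at or above a set limit, the compound median plus 3 SD, cut at about 4.7% in these data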;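 note: MRP-1 overexpressing cells given doxorubicin 25 µM after compound pretreatment; 18-22 h compound pretreatment then 72 h with doxorubicin before readout; 0% = doxorubicin-only wells and 100% = vehicle-treated cells without doxorubicin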
The depositor's hits bear a star; . = not tested or not shown; & = joins results of further samples.

SMILES	Yeast growth inh	E-sel TNF inh	GALR2 antag	Phagocyt inh	NPY Y2 blocker	Measles CPE	HCT116 bCat-KO	PTEN del growth	Yeast lifespan up	MRP1 act
Cc1cc(-c2ccccc2)nc2[nH]n(-c3ccccc3)c(=O)c12	-30	4	-1	-1	0	11	100	105	-16	-1.0
CN1C2CCC1CC(OC(=O)c1c[nH]c3ccccc13)C2 (centres undefined)	-33	20	-2	1	2	16	104	98	15	-3.7
CN1CCN(c2ncccc2S(=O)(=O)N2CCCCC2)CC1	-50	-6	2	.	3	20	88	90	.	-1.6
Cc1ccc(CN(c2ccc(C(=O)NCc3ccc4c(c3)OCO4)cc2)S(C)(=O)=O)cc1	-57	7	-4	1	1	11	66	81	-11	0.9
Cc1cc(NC(=O)C2COc3ccccc3O2)no1 (centres undefined)	-9	1	4	0	-1	3	88	96	-6	-1.1
Cc1ccc(N/C=C2\CCCCC2=O)c(C)c1	-39	-19	-1	-4	4	15	87	91	-5	-1.0
Cc1cc(C(F)(F)F)n2ncc(-c3ccccc3)c2n1	-27	-15	4	0	6	2	82	78	-12	-1.6
CCNC(=S)NNC(=O)c1cccnc1	-14	-12	-9	.	1	6	89	94	.	-3.7
COCCn1c(Cc2ccccc2)nnc1SCC(=O)N1CCCCC1C (centres undefined)	-49	29	-12	0	1	4	97	105&92	0	1.1
O=C(CCSc1ccc(Cl)cc1)N1CCOCC1	-34	2	7	.	-1	18	91	94	.	2.0
Cc1cc(=O)oc2cc(OC(C)C(=O)Nc3ccc(N4CCOCC4)cc3)ccc12 (centres undefined)	-21	1	-12	.	-2	11	99	100	-4	-1.0
CC(=O)NC1CCN(C(=O)N2CCCC2)CC1	-35	-3	1	-1	0	2	102	109	-9	-0.5
COc1ccc(CN2CCCC(C(=O)N3CCCC3)C2)cc1 (centres undefined)	-31	.	-9	-3	1	6	93	96	2	0.1
O=C(Nc1cc2c(cc1Cl)OCCO2)c1ccco1	23	8	-6	.	2	3	101	90	.	-2.4
CC(CC1CC(C)(C)OC1=O)C(=O)Nc1ccc([N+](=O)[O-])cc1 (centres undefined)	-25	-19	6	-8	1	26	93	97	1	3.4
O=S(=O)(c1ccc(F)cc1)N(CCO)CC(O)Cn1c2ccccc2c2ccccc21 (centres undefined)	8	1	-10	3	0	21	84	76	-4	-5.2
O=C(NCN1CCc2ccccc2C1)c1ccccc1	23	8	-2	-1	0	6	95	104	-1	-1.9
CCOC(=O)c1cccc(NC(=O)CSc2nnc(COc3ccc(Cl)cc3)o2)c1	-26	.	-36	0	0	12	102	101	-26	0.6
O=C(CCCN1C(=O)c2ccccc2C1=O)Oc1ccc(F)cc1	-11	-29	3	0	4	16	91	85	-11	-0.2
Cc1ccc(-c2nnc3n2N=C(c2ccc(Br)cc2)CS3)cc1	-23	-20	6	0	4	14	90	91	-5	-1.5

Three compounds already listed, ordered by count of non-hydrogen atoms, ascending:
SMILES	Yeast growth inh	E-sel TNF inh	GALR2 antag	Phagocyt inh	NPY Y2 blocker	Measles CPE	HCT116 bCat-KO	PTEN del growth	Yeast lifespan up	MRP1 act
O=C(NCN1CCc2ccccc2C1)c1ccccc1	23	8	-2	-1	0	6	95	104	-1	-1.9
Cc1cc(=O)oc2cc(OC(C)C(=O)Nc3ccc(N4CCOCC4)cc3)ccc12 (centres undefined)	-21	1	-12	.	-2	11	99	100	-4	-1.0
O=S(=O)(c1ccc(F)cc1)N(CCO)CC(O)Cn1c2ccccc2c2ccccc21 (centres undefined)	8	1	-10	3	0	21	84	76	-4	-5.2

Other structures follow.
SMILES	Yeast growth inh	E-sel TNF inh	GALR2 antag	Phagocyt inh	NPY Y2 blocker	Measles CPE	HCT116 bCat-KO	PTEN del growth	Yeast lifespan up	MRP1 act
COc1cccc(OCc2nnc(SCC(=O)NCc3ccco3)n2C)c1	-27	-9	3	.	-3	15	88	96	-17	-0.6
Cc1ccc(C(=O)NNC(=S)NC(=O)c2ccc(Cl)cc2Cl)cc1	-18	-19	2	.	8	5	18	26	31*	-1.2
O=[N+]([O-])c1ccccc1SNc1ccccn1	16	-16	1	-1	3	5	97	97	7	0.5
O=C(CCn1c(=O)[nH]c2ccsc2c1=O)N(CCc1ccccc1)Cc1ccccc1	-56	7	-15	-1	1	12	56	53	-19	-0.9
Cc1c(NC(=O)CN2C(=O)NC(C)(c3ccccc3)C2=O)c(=O)n(-c2ccccc2)n1C (centres undefined)	-29	.	-4	-5	2	16	98	93	-4	0.7
O=C(NN1C(=O)C2C(c3ccccc3)C=CC(c3ccccc3)C2C1=O)c1ccccc1 (centres undefined)	2	.	7	-9	0	21	96	90	2	-1.6
COc1cc(S(=O)(=O)N2CCCCC2)ccc1NC(=O)c1ccc(F)cc1	-43	-9	0	2	0	7	97	92	2	-1.0
CCOC(=O)N1CCC(NC(=O)Cc2cn(C)c3ccccc23)CC1	-6	-6	-4	-1	2	18	97	109	-3	-1.8
CC(C)[C@@H]1NC(=O)c2cc([N+](=O)[O-])cc(I)c2OCC[C@@H](C(N)=O)NC(=O)[C@H](CCC(=O)O)NC1=O	-9	-22	0	.	0	3	94	108	7	-0.5
CCOC(=O)c1cccc(N/C=C/C(=O)c2ccc(OC)c(OC)c2)c1	42	43	-11	.	1	9	68	85	-21	-3.8
Cc1ccc(C(=O)NC2CCN(C(=O)N3CCOCC3)CC2)cc1	-26	.	7	0	1	8	98	108	-6	0.7
O=C(c1ccc(Cl)c(Cl)c1)N1CCCC1	1	-4	5	0	-1	4	95	110&90	-10	1.4
COc1ccc(C(=O)NCC(=O)NCC(=O)OCC(=O)c2cccs2)cc1	-25	-1	-3	-5	-1	4	100	107	5	-0.9
Cc1nc2ccccc2nc1OCc1cccc(Cl)c1	-32	.	-15	.	2	6	89	80	1	-0.7
COCCCNC(=O)CN1C(=O)CSc2ncccc21	-20	11	7	-1	3	18	90	91	-4	-0.5
CCOc1cc(S(=O)(=O)Nc2ccccn2)ccc1F	-32	-14	0	-1	2	3	80	92	-19	-3.5
COc1ccc(CCNC(=O)C2CCN(c3ccc(N4CCOCC4)nn3)CC2)c(OC)c1	16	.	0	-1	2	10	86	94	-4	-0.5
OC1CCN(c2c3c(nc4cc(-c5ccc(F)cc5)nn24)CCC3)CC1	-4	7	11	-2	0	17	93	81	-2	-5.9
O=c1nc(NC2CCCC2)ccn1Cc1cccc(Br)c1	-16	-14	3	-2	1	27	89	77	-5	-1.3
CCOC(=O)NC1(C(F)(F)F)C(=O)NC(C)=C1C(=O)OC (centres undefined)	-18	0	-10	-1	6	16	98	93	-10	0.4

The final 2 entries of the part before come first, to join the parts.
SMILES	Yeast growth inh	E-sel TNF inh	GALR2 antag	Phagocyt inh	NPY Y2 blocker	Measles CPE	HCT116 bCat-KO	PTEN del growth	Yeast lifespan up	MRP1 act
O=c1nc(NC2CCCC2)ccn1Cc1cccc(Br)c1	-16	-14	3	-2	1	27	89	77	-5	-1.3
CCOC(=O)NC1(C(F)(F)F)C(=O)NC(C)=C1C(=O)OC (centres undefined)	-18	0	-10	-1	6	16	98	93	-10	0.4
CCOC(=O)C1CCCN(C(=O)c2ccc(CS(=O)(=O)Cc3ccccc3C)o2)C1 (centres undefined)	-78	13	3	0	4	11	103	106	-4	-1.4
COc1ccccc1OCC(=O)Nc1ccc(S(=O)(=O)NC(C)=O)cc1	-33	.	-6	.	2	2	98	99	-3	0.6
CCOC(=O)c1c(C)[nH]c(C)c1C(=O)COC(=O)/C=C/c1cccc(F)c1	-10	-11	-11	-3	5	13	94	85	-3	-2.8
COc1ccccc1-n1c(SCC(=O)c2ccc(O)cc2O)nc2cc([N+](=O)[O-])ccc21	-19	.	15	.	0	7	88	88	3	-2.9
CCOC(=O)C1CCN(C(=O)CN(Cc2ccc(Cl)cc2)S(C)(=O)=O)CC1	1	-15	2	-1	3	5	85	84	-25	-2.5
O=C(Cn1ncc2c3ccccc3n(Cc3ccc(F)cc3)c2c1=O)N1CCN(c2ncccn2)CC1	-38	6	-6	.	2	16	92	81	13	1.0
CC(C)COC(=O)Nc1ccccc1C(=O)N1CCOCC1	-23	6	-5	-1	3	8	101	109	-7	-0.2
Cc1[nH]c2ccccc2c1/C=N\NC(=O)Cn1nnc(-c2ccccc2)n1	-35	-2	-7	-4	1	16	91	95	2	3.2
CCCCn1nnc(NC(=O)COc2cc(C)ccc2C(C)C)n1	-27	25	-7	0	9	14	81	91	-17	-3.2
C/C(=N\Nc1nc(N)cc(Cl)n1)c1cccc([N+](=O)[O-])c1	-33	14	-7	2	-1	4	106	102	-23	0.3
O=C1c2cccc3c(O)ccc(c23)C(=O)N1Cc1ccccc1	-99	-5	25	-2	2	8	101	118	-9	0.4
O=C(c1ccccc1)N1CCN(C2c3cccc4cccc(c34)C2NS(=O)(=O)c2ccccc2)CC1 (centres undefined)	-30	1	12	0	5	8	71	61	3	-4.6
COc1ccccc1CNC(=O)CSc1nnc2c(Cl)cc(C(F)(F)F)cn12	-55	.	-3	2	0	8	98	96	-5	-3.1
Cc1ccc(C)c(OCC(=O)Nc2cc(C)on2)c1	-9	-13	13	0	0	17	91	99	-8	-0.4
CC1CCc2ccccc2N1C(=O)c1cccs1 (centres undefined)	-19	-42	-3	-1	5	3	106	113	-10	-0.2
O=C(NC1CCCCC1)C(c1ccc2ncccc2c1)N(Cc1ccc2c(c1)OCO2)C(=O)c1ccc2c(c1)OCCO2 (centres undefined)	-33	.	-9	-11	5	8	84	76	-1	-2.1

An excerpt of these results, with each value named:
CCOC(=O)C1CCN(C(=O)CN(Cc2ccc(Cl)cc2)S(C)(=O)=O)CC1
  Yeast growth inh = 1; E-sel TNF inh = -15; GALR2 antag = 2; Phagocyt inh = -1; NPY Y2 blocker = 3; Measles CPE = 5; HCT116 bCat-KO = 85; PTEN del growth = 84; Yeast lifespan up = -25; MRP1 act = -2.5

O=C(Cn1ncc2c3ccccc3n(Cc3ccc(F)cc3)c2c1=O)N1CCN(c2ncccn2)CC1
  Yeast growth inh = -38; E-sel TNF inh = 6; GALR2 antag = -6; Phagocyt inh = .; NPY Y2 blocker = 2; Measles CPE = 16; HCT116 bCat-KO = 92; PTEN del growth = 81; Yeast lifespan up = 13; MRP1 act = 1.0

CC(C)COC(=O)Nc1ccccc1C(=O)N1CCOCC1
  Yeast growth inh = -23; E-sel TNF inh = 6; GALR2 antag = -5; Phagocyt inh = -1; NPY Y2 blocker = 3; Measles CPE = 8; HCT116 bCat-KO = 101; PTEN del growth = 109; Yeast lifespan up = -7; MRP1 act = -0.2

Screens from PubChem BioAssay.
